Bioassay records from PubChem BioAssay.
STEP inh: blocks human striatal-enriched tyrosine phosphatase; P54829; recombinant STEP, OMFP fluorogenic substrate, fluorescence; inhibition, % at 20 µM; 360,000 tested, 0.25% active; AID 588621;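 active means inhibition at 20 µM, scaled per plate between control wells, above about 37%, limit read from the data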;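 further: 0% = DMSO with enzyme and substrate and 100% = substrate only without enzyme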
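Assay system: isolated STEP enzyme. Buffer or medium: pH 6.0 Bis-Tris with DTT and Tween 20. Also added: fluorogenic phosphatase substrate OMFP at 25 µM final. Dosing: 20 µM, 1% DMSO. Timing: 20 min reaction, room temperature, in the dark. Measured by: fluorescence intensity, excitation 480 nm, emission 540 nm. Evaluation: normalized % inhibition.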
TbMetRS inhib: Trypanosoma brucei MetRS inhibition. purified T. brucei MetRS, ATP depletion, Kinase-Glo luminescence. inhibition, % at 11.9 µM. 360,000 tested, 0.4% active. AID 624268;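 active means inhibition above a per-plate cutoff of the control wells' mean inhibition plus 3 SD, cut at about 5.5% in these data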;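 further: 0% = DMSO wells median and 100% = median of wells with control inhibitor compound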
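Dosing: 11.9 µM compound single dose, 0.9% DMSO; Assay system: purified T. brucei MetRS enzyme; Measured by: Kinase-Glo luciferase luminescence reporting remaining unconsumed ATP; Schedule: 15 min plus 2 h at 25 °C.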
DNMT1 block: DNMT1 (human) enzyme inhibition; 360,000 tested, 0.83% active; P26358; DNMT1 molecular beacon, Hinp1I cleavage, fluorescence; inhibition (reported as % activation of signal), % at 10 µM; AID 588458; in the data active means inhibition above about 50%
Target sequence (P26358 504-1616 limits assumed): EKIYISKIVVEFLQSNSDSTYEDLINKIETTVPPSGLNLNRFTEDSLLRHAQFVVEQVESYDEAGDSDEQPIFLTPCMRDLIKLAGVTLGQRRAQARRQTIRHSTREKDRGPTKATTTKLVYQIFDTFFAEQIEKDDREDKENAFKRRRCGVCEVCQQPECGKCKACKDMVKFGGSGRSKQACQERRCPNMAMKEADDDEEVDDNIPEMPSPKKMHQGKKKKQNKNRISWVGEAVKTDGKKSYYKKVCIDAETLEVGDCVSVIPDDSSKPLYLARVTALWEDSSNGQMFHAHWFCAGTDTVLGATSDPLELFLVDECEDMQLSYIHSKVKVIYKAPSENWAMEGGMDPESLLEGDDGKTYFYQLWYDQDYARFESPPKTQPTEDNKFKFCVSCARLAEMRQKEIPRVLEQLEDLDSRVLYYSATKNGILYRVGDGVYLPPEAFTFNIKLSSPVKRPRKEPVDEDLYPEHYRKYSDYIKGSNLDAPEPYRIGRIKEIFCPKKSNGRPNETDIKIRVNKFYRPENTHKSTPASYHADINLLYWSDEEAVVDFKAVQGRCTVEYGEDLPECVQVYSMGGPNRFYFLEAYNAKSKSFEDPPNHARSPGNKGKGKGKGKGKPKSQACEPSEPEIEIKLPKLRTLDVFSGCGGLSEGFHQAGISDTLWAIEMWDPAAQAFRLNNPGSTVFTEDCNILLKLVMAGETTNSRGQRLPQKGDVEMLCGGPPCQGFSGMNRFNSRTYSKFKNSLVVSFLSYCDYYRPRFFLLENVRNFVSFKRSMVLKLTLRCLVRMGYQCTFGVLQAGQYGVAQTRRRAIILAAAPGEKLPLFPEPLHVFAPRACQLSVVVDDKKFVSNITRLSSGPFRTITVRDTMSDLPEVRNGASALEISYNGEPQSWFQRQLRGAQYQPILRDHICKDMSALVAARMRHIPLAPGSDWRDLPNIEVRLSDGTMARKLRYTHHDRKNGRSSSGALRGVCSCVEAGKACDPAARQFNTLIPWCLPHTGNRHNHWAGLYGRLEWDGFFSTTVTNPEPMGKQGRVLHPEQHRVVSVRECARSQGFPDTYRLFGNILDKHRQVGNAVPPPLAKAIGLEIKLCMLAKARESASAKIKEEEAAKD
NadD inh: blocks S. aureus nicotinate mononucleotide adenylyltransferase. purified NadD enzyme, colorimetric absorbance read-out. inhibition, % at 20 µM. 360,000 tested, 0.78% active. AID 602399; in the data active means inhibition above about 26%; further: some compounds past the cut are filed as inactive
Scp1 inh: inhibitors of human Scp-1 phosphatase | 340,000 tested, 0.88% active | AID 493091 | inhibition, % at 20 µM | Q9GZU7 | Recombinant Scp1, phosphopeptide, malachite green phosphate absorbance;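 active means inhibition above about 50% at 20 µM, limit read from the data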;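 further: plate controls were DMSO wells with enzyme for no effect and wells lacking enzyme for full effect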
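Test system: SCP-1 catalytic domain; Buffer or medium: Acidic Tris acetate buffer with magnesium and detergent; Also added: Phosphorylated 17-residue peptide substrate; Compound: single 20 µM dose, 1% DMSO; Schedule: enzyme reaction 45 min at room temperature, colour 5 min, stabilisation 30 min; Signal: Phosphate-binding colour reagent, absorbance read at 630 nm.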
Neddyl block: inhibitors of human cullin neddylation; TR-FRET cullin neddylation, biochemical; calls only at 25 µM; 360,000 tested, 0.58% active; AID 651699; in the data active means inhibition above about 36%
SUMO1 PPI mod: modulators of human SUMO1-mediated protein-protein interactions | P63165 | SUMO1 binding to a labelled peptide, TR-FRET, 1 h | inhibition, % at 20 µM | 360,000 tested, 0.33% active; in the data active means inhibition above about 37%
LMPTP block: blocks human LMPTP phosphatase. 360,000 tested, 0.22% active. recombinant LMPTP-A, OMFP fluorogenic substrate, fluorescence intensity. inhibition, % at 20 µM;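 active means compounds that cut the enzyme signal by at least half of the control window in the single-dose screen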;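 further: plate controls were DMSO wells with enzyme plus substrate for no effect and substrate without enzyme for full effect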
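test system = LMPTP-A | amount = 0.625 nM LMPTP-A final | reagent = fluorogenic phosphatase substrate OMFP at 400 µM final | incubation = 50 min at room temperature | benchmarks = no-enzyme low control, uninhibited high control | medium = Bis-Tris pH 6.0, DTT, detergent | signal = fluorescence intensity of OMFP turnover product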
NRP1-CendR mod: alters CendR peptide binding to human NRP-1; AID 602438; inhibition, % at 25 µM; 360,000 tested, 0.85% active; FAM-RPARPAR peptide binding to NRP-1, fluorescence polarization;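 active means inhibition or corrected inhibition above about 18%, plus a signal ratio from 0.5 to 1.5, limit read from the data, passing the limit was not always enough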; further: strong numbers were not always called active
SKN-1 block: blocks SKN-1 activity in C. elegans. C. elegans VP596 Pgst-4::GFP/RFP ratio, acrylamide-induced, 24 h. inhibition, % at 21.8 µM. 360,000 tested, 0.49% active. AID 624304;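 active means interference check ratio from 0.5 to 1.5 plus GFP to RFP signal ratio inhibition reaching or exceeding a fixed threshold, cut at about 30% in these data, passing the limit was not always enough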; further: some compounds called inactive have numbers as strong as hits
Active calls of the source: *. The order is random; about 4.6% have a hit in one of these screens.

COc1ccc(-n2nc(N)c3c(=O)oc(N(C)C)nc32)cc1 was read as STEP inh -1, TbMetRS inhib 0.2, DNMT1 block 1, NadD inh -6, Scp1 inh -15, Neddyl block inactive, SUMO1 PPI mod 2, LMPTP block -1.1, NRP1-CendR mod -9 and SKN-1 block 8.
For O=C(O)c1cc(S(=O)(=O)Nc2ccc3cn[nH]c3c2)ccc1Cl the results were STEP inh -1, TbMetRS inhib -0.4, DNMT1 block -2, NadD inh -4, Scp1 inh 6, Neddyl block inactive, SUMO1 PPI mod 5, LMPTP block -0.5, NRP1-CendR mod 17 and SKN-1 block 0.
`COc1ccc(C(C)=O)cc1COC(=O)Cn1cnc2ccccc2c1=O` gave STEP inh 1, TbMetRS inhib -0.3, DNMT1 block -4, NadD inh 5, Scp1 inh -7, Neddyl block inactive, SUMO1 PPI mod -1, LMPTP block 0.4, NRP1-CendR mod 0 and SKN-1 block 28.
`Cc1ccc(S(=O)(=O)N2CCC[C@H]2C(=O)OCCN2C(=O)c3ccccc3C2=O)cc1` gave STEP inh -1, TbMetRS inhib -0.5, DNMT1 block 1, NadD inh 1, Scp1 inh -5, Neddyl block inactive, SUMO1 PPI mod -5, LMPTP block 0.0, NRP1-CendR mod -2 and SKN-1 block 3.
CCn1nc(NC(=O)c2cccs2)c2cc3ccccc3nc21 was read as STEP inh 1, TbMetRS inhib -0.2, DNMT1 block -5, NadD inh 0, Scp1 inh -3, SUMO1 PPI mod -15, LMPTP block 1.3, NRP1-CendR mod 5 and SKN-1 block 7.
CCOC(=O)Nc1nnc(-c2cccc(OC)c2)s1 was read as STEP inh -2, TbMetRS inhib 0.2, DNMT1 block 2, NadD inh -2, Scp1 inh -12, Neddyl block inactive, SUMO1 PPI mod -1, LMPTP block 0.2, NRP1-CendR mod 26* and SKN-1 block -11.
Screening Cc1ccc(S(=O)(=O)CCc2nc3ccccc3s2)cc1 returned STEP inh -2, TbMetRS inhib -1.1, DNMT1 block -10, NadD inh -3, Scp1 inh -6, Neddyl block inactive, SUMO1 PPI mod -4, LMPTP block -0.6, NRP1-CendR mod -2 and SKN-1 block -5.
C[C@H](O)c1[nH]c2cc(F)ccc2c1[C@H](C)O was read as STEP inh -3, TbMetRS inhib 0.1, DNMT1 block -26, NadD inh 0, Scp1 inh -4, Neddyl block inactive, SUMO1 PPI mod 5, LMPTP block -2.2, NRP1-CendR mod -21 and SKN-1 block 12.
`COC1CC(=O)C2OC(c3ccccc3)OCC2O1` (centres undefined) gave STEP inh 0, TbMetRS inhib 0.1, DNMT1 block 11, NadD inh -1, Neddyl block inactive, SUMO1 PPI mod 1, LMPTP block -0.6, NRP1-CendR mod 6 and SKN-1 block 9.
`COc1ccc(CN2C(=O)CN=C2Nc2ccc(C)cc2C)cc1` gave STEP inh 0, TbMetRS inhib -0.7, DNMT1 block 1, NadD inh -6, Scp1 inh -2, Neddyl block inactive, SUMO1 PPI mod 1, LMPTP block -1.3, NRP1-CendR mod -5 and SKN-1 block -5.
Screening CN(C)c1ccc(-c2[nH][nH]c(=O)c2NC(=O)c2ccccn2)cc1 returned STEP inh 3, TbMetRS inhib 28*, DNMT1 block 31, NadD inh 1, Neddyl block active, SUMO1 PPI mod 7, LMPTP block 8.8, NRP1-CendR mod 12 and SKN-1 block 10.
Screening S=c1[nH]nc(-c2ccc3ncccc3c2)n1-c1ccc2c(c1)OCCO2 returned STEP inh -4, TbMetRS inhib -0.8, DNMT1 block -2, NadD inh -2, Scp1 inh -5, Neddyl block inactive, SUMO1 PPI mod -8, LMPTP block 0.7, NRP1-CendR mod -1 and SKN-1 block 5.
CC1Nc2ncnc(N3CCN(c4ccccn4)CC3)c2N(Cc2ccccc2)C1=O (centres undefined) was read as STEP inh 2, TbMetRS inhib -0.2, DNMT1 block -2, NadD inh 7, Scp1 inh -2, Neddyl block inactive, SUMO1 PPI mod 2, LMPTP block 1.6, NRP1-CendR mod -17 and SKN-1 block 8.
For CC(Sc1nnc(C(C)N(C)C)n1-c1ccc(Cl)cc1)C(=O)Nc1ccc2c(c1)OCO2 (centres undefined) the results were STEP inh 0, TbMetRS inhib 1.0, DNMT1 block -7, NadD inh 2, Scp1 inh -9, Neddyl block inactive, SUMO1 PPI mod -1, LMPTP block 1.4, NRP1-CendR mod -5 and SKN-1 block 25.
Screening Cc1ccccc1-c1n[nH]c(=S)n1/N=C/c1c(C)nn(-c2ccccc2)c1C returned STEP inh -1, TbMetRS inhib 0.9, DNMT1 block 1, NadD inh -2, Scp1 inh -3, Neddyl block inactive, SUMO1 PPI mod -4, LMPTP block 1.5, NRP1-CendR mod -1 and SKN-1 block -3.
COc1ccc(C(=O)NN(C)c2nc(-c3ccccc3)cc(C)c2S(C)(=O)=O)cc1 was read as STEP inh -1, TbMetRS inhib -1.0, DNMT1 block -5, NadD inh -2, Scp1 inh -16, Neddyl block inactive, SUMO1 PPI mod 2, LMPTP block 2.0, NRP1-CendR mod 14 and SKN-1 block 15.
`NS(=O)(=O)c1ccc(CCNC(=O)CSc2cccs2)cc1` gave STEP inh 3, TbMetRS inhib -0.1, DNMT1 block -1, NadD inh -1, Scp1 inh -7, Neddyl block inactive, SUMO1 PPI mod 8, LMPTP block -0.2, NRP1-CendR mod -6 and SKN-1 block -5.
O=C(NC1CC1)c1cccc(Nc2ccc(-c3ccc4c(c3)OCCO4)nn2)c1 was read as STEP inh 3, TbMetRS inhib -0.3, DNMT1 block 29, NadD inh 0, Scp1 inh -9, Neddyl block inactive, SUMO1 PPI mod 1, LMPTP block 1.2, NRP1-CendR mod -7 and SKN-1 block 15.
Screening COCCCN1CC(=O)N2C(c3cccc(OC)c3)c3[nH]c4ccccc4c3C[C@H]2C1=O (some centres undefined) returned STEP inh -1, TbMetRS inhib 12*, DNMT1 block -6, NadD inh 0, Scp1 inh -12, Neddyl block inactive, SUMO1 PPI mod 3, LMPTP block -0.1, NRP1-CendR mod 6 and SKN-1 block -4.
`CCOc1ccccc1NC=C1C(=O)OC(C)(C)OC1=O` gave STEP inh 0, TbMetRS inhib -1.1, DNMT1 block 1, NadD inh 1, Scp1 inh 0, Neddyl block inactive, SUMO1 PPI mod -2, LMPTP block 0.0, NRP1-CendR mod 23 and SKN-1 block -17.
CCCCOc1ccc(C(=O)NCC(=O)NCC(c2ccco2)N2CCCCC2)cc1 (centres undefined) was read as STEP inh 0, TbMetRS inhib 0.0, DNMT1 block 1, NadD inh -2, Scp1 inh -2, Neddyl block inactive, SUMO1 PPI mod -24, LMPTP block -6.9, NRP1-CendR mod -7 and SKN-1 block 18.
COc1ccc(-c2cc3ccccc3n2CC(O)CN2CCOCC2)cc1 (centres undefined) was read as STEP inh 0, TbMetRS inhib -0.4, DNMT1 block -6, NadD inh -4, Scp1 inh -8, Neddyl block inactive, SUMO1 PPI mod 0, LMPTP block -1.1, NRP1-CendR mod 6 and SKN-1 block -10.
COc1cccc(-n2c(=S)sc3c(=O)n(-c4ccccc4C)c(SCC(=O)O)nc32)c1 was read as STEP inh 0, TbMetRS inhib -1.4, DNMT1 block -1, NadD inh 0, Scp1 inh 0, Neddyl block inactive, SUMO1 PPI mod -4, LMPTP block -1.3, NRP1-CendR mod -10 and SKN-1 block 15.
For CCOC(=O)C1(Cc2ccccc2C(F)(F)F)CCN(Cc2ccc(COC)o2)CC1 the results were STEP inh 4, TbMetRS inhib -0.9, DNMT1 block 2, NadD inh -11, Scp1 inh -3, Neddyl block inactive, SUMO1 PPI mod 2, LMPTP block 1.2, NRP1-CendR mod 6 and SKN-1 block 0.
Screening COc1ccc(C(C(=O)NC2CCCC2)N(C(=O)c2csnn2)C2CC2)cc1 (centres undefined) returned STEP inh 2, TbMetRS inhib 0.1, DNMT1 block 2, NadD inh 2, Scp1 inh -5, Neddyl block inactive, SUMO1 PPI mod 2, LMPTP block -0.6, NRP1-CendR mod 4 and SKN-1 block 1.
`CN(C)c1oc(COc2ccccc2F)nc1C#N` gave STEP inh 0, TbMetRS inhib -0.2, DNMT1 block -2, NadD inh -1, Scp1 inh -3, Neddyl block inactive, SUMO1 PPI mod 0, LMPTP block -0.4, NRP1-CendR mod -3 and SKN-1 block 30.
`O=[N+]([O-])c1ccc2c(c1)ncn2CCc1ccccc1` gave STEP inh -1, TbMetRS inhib -2.2, DNMT1 block -2, NadD inh -5, Scp1 inh -5, Neddyl block inactive, SUMO1 PPI mod -25, LMPTP block -0.4, NRP1-CendR mod 0 and SKN-1 block 4.
Screening COC(=O)[C@@]1(Cc2ccccc2)[C@H]2C(=O)N(C)C(=O)[C@H]2[C@H]2CN=C(SCc3ccccc3)N21 returned STEP inh -5, TbMetRS inhib -1.8, DNMT1 block 3, NadD inh 3, Scp1 inh 9, Neddyl block inactive, SUMO1 PPI mod 1, LMPTP block -0.4, NRP1-CendR mod 4 and SKN-1 block 5.
For O=C(NC(c1ccc(Cl)cc1)c1cc(Cl)c2cccnc2c1O)c1cccnc1 (centres undefined) the results were STEP inh 6, TbMetRS inhib -0.2, DNMT1 block 38, NadD inh 47*, Scp1 inh -11, SUMO1 PPI mod 1, LMPTP block 0.7, NRP1-CendR mod -7 and SKN-1 block 4.
Cc1ccc(C)c(NC2=NCC(=O)N2C2CCCCC2)c1 was read as STEP inh -2, TbMetRS inhib -1.7, DNMT1 block 1, NadD inh -6, Scp1 inh 2, Neddyl block inactive, SUMO1 PPI mod -4, LMPTP block -0.7, NRP1-CendR mod 1 and SKN-1 block -16.

As a short view, part of the list above:
CCCCOc1ccc(C(=O)NCC(=O)NCC(c2ccco2)N2CCCCC2)cc1 (centres undefined) was read as STEP inh 0, TbMetRS inhib 0.0, DNMT1 block 1, NadD inh -2, Scp1 inh -2, Neddyl block inactive, SUMO1 PPI mod -24, LMPTP block -6.9, NRP1-CendR mod -7 and SKN-1 block 18.
COc1ccc(-c2cc3ccccc3n2CC(O)CN2CCOCC2)cc1 (centres undefined) was read as STEP inh 0, TbMetRS inhib -0.4, DNMT1 block -6, NadD inh -4, Scp1 inh -8, Neddyl block inactive, SUMO1 PPI mod 0, LMPTP block -1.1, NRP1-CendR mod 6 and SKN-1 block -10.
COc1cccc(-n2c(=S)sc3c(=O)n(-c4ccccc4C)c(SCC(=O)O)nc32)c1 was read as STEP inh 0, TbMetRS inhib -1.4, DNMT1 block -1, NadD inh 0, Scp1 inh 0, Neddyl block inactive, SUMO1 PPI mod -4, LMPTP block -1.3, NRP1-CendR mod -10 and SKN-1 block 15.
